# Screening results (PubChem BioAssay)
# CHRM5 PAM: human M5 muscarinic receptor positive allosteric modulators, primary screen, CHO-K1 cells, Fluo-8 calcium fluorescence | CHO-K1 hM5, ACh EC20 PAM; 0% = ACh EC20, 100% = ACh EC100 | activation, % at 3 µM | 360,000 tested, 0.3% active | Muscarinic acetylcholine receptor M5 (Homo sapiens), P08912;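 active = activation above the run cutoff, the mean activation of all test compounds plus 3 SD, cut at about 18% in these data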
# Target sequence (P08912 whole entry, looked up): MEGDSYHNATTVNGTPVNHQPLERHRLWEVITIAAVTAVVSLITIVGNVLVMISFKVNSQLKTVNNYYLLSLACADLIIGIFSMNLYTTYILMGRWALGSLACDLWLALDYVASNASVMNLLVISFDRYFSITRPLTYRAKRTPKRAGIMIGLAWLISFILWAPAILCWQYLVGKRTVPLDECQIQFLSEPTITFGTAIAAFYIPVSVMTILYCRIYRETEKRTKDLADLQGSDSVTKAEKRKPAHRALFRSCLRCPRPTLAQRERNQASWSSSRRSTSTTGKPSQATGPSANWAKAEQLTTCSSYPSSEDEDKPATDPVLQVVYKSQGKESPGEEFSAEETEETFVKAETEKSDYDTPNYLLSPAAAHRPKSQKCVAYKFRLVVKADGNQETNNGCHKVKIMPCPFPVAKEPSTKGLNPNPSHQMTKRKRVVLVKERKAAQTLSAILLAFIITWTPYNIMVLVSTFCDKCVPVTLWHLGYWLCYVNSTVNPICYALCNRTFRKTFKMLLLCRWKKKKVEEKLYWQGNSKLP
#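 Replicates: One well per compound, no replicates | System: Human M5 receptor in CHO-K1 cells | Benchmarks: Low control EC20 acetylcholine (0%), high control EC100 acetylcholine (100%) | Probe or stimulus: Acetylcholine, EC20 level | Times: Fluo-8 loading 80 min at 37 °C plus 30 min room temperature | Signal: Intracellular calcium via Fluo-8 fluorescence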
# CHRM1 antagonist: human M1 muscarinic receptor antagonists, primary screen, CHO-K1 cells, Fluo-8 calcium fluorescence, 1536-well; Muscarinic acetylcholine receptor M1 (Homo sapiens), P11229; CHO-K1 hM1, ACh EC80 antagonist; inhibition, % at 3 µM; 360,000 tested, 1.3% active;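 active = percent inhibition above its own plate's cutoff, namely the mean of that plate's compound wells plus 3 SD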;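 also: peak over basal fluorescence ratio during 140 s after agonist addition; 0% = ACh EC80 plus DMSO and 100% = DMSO alone without agonist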
# Target sequence (P11229 whole entry, looked up): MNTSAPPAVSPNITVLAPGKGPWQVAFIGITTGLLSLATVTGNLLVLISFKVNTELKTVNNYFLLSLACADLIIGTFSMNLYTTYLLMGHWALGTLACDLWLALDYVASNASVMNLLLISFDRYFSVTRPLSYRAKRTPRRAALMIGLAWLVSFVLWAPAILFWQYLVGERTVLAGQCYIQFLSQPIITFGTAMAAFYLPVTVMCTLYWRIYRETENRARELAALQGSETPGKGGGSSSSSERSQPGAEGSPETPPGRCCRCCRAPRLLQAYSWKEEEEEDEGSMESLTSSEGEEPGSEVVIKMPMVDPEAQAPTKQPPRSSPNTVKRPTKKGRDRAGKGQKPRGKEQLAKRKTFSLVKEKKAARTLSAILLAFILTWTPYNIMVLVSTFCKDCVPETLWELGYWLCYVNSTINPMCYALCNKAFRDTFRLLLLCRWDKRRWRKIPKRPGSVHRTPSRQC
# CHRM4 agonist: human M4 muscarinic receptor agonists, primary screen, CHO-K1 cells, Fluo-8 calcium fluorescence; activation, % at 3 µM; CHO-K1 hM4/Gqi5; vehicle 0%, full acetylcholine response 100%; 360,000 tested, 0.14% active; AID 624127, 2012; Muscarinic acetylcholine receptor M4 (Homo sapiens), P08173;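 active = activation above the run mean over all test wells plus 3 SD, cut at about 32% in these data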;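 also: peak over basal fluorescence ratio per well then scaled between controls; 0% = DMSO wells and 100% = acetylcholine at EC100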
# M5 antag: human M5 muscarinic receptor antagonists, primary screen, CHO cells, Fluo-8 calcium fluorescence. inhibition, % at 3 µM. Muscarinic acetylcholine receptor M5 (Homo sapiens), P08912. 360,000 tested, 0.59% active. CHO-hM5 cells, ACh EC80;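 active = inhibition above a per-plate cutoff, the mean of that plate's test compounds plus 3 SD, cut at about 27% in these data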;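 also: 0% = acetylcholine EC80 with DMSO and 100% = DMSO without agonist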
# CHRM4 antagonist: human M4 muscarinic receptor antagonists, primary screen, CHO cells, Fluo-8 calcium fluorescence. CHO-hM4 cells, ACh EC80. inhibition, % at 3 µM. 360,000 tested, 0.73% active. Muscarinic acetylcholine receptor M4 (Homo sapiens), P08173. AID 624125, 2012;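 active = inhibition above its plate's cutoff, the mean inhibition of sample wells plus 3 SD, cut at about 27% in these data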;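 also: 0% = acetylcholine EC80 with DMSO and 100% = DMSO without agonist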
# M5 ag: human M5 muscarinic receptor agonists, primary screen, CHO-K1 cells, Fluo-8 calcium fluorescence; activation, % at 3 µM; Muscarinic acetylcholine receptor M5 (Homo sapiens), P08912; 360,000 tested, 0.19% active; CHO-K1 hM5 cells; 0% DMSO wells, 100% maximal acetylcholine response;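 active = activation above the run's mean over test compounds plus 3 SD, cut at about 23% in these data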;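 also: signal is peak over basal fluorescence ratio across the kinetic read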
# CRFR2-BP ag: agonists of CRF-BP/CRF-R2 complex, primary screen, cell-based, HEK293, calcium dye fluorescence, uHTS; CRF-binding protein / CRF receptor 2 complex (human); calcium dye fluorescence (FLIPR); percent of saturating CRF peptide response; activation, % at 13.2 µM; 350,000 tested, 0.46% active; AID 588473, 2011;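 active = activation of at least 50%, plus an integration ratio under a set limit after plate pattern correction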;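 also: plate controls were neutral control wells without compound for no effect and CRF at EC100 for full effect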
# CHRM1 PAM: human M1 muscarinic receptor positive allosteric modulators, primary screen, CHO-K1 cells, Fluo-8 calcium fluorescence, 1536-well. Muscarinic acetylcholine receptor M1 (Homo sapiens), P11229. CHO-K1 hM1, ACh EC20; 0% = ACh EC20, 100% = maximal ACh. activation, % at 3 µM. 360,000 tested, 0.088% active. AID 588819, 2011; in the data active = activation above about 19%, passing the limit was not always enough
# CHRM4 PAM: human M4 muscarinic receptor positive allosteric modulators, primary screen, CHO-K1 cells, Fluo-8 calcium fluorescence. activation, % at 3 µM. 360,000 tested, 0.4% active. CHO-K1 hM4/Gqi5, ACh EC20; 0% = ACh EC20, 100% = maximal ACh. Muscarinic acetylcholine receptor M4 (Homo sapiens), P08173;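 active = activation above its plate's cutoff, the mean activation of sample wells plus 3 SD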; also: some results filed as inactive read as strong as hits
# Active calls of the source: *; nt = no result given.
# Values run as follows: CHRM5 PAM	CHRM1 antagonist	CHRM4 agonist	M5 antag	CHRM4 antagonist	M5 ag	CRFR2-BP ag	CHRM1 PAM	CHRM4 PAM
Brc1ccc(OCCN2CCOCC2)cc1
→ 2	2	0	2	10	-3	0.1	-5	-3
Cc1ccc(-c2csc(NC(=O)c3ccc(Br)cc3)c2C(=O)O)cc1
→ 0	7	1	3	7	-1	-1.0	-1	-3
CCC1CSC(Nc2ccc(C(=O)/C=C/c3ccc(OC)c(OC)c3)cc2)=N1 (centres undefined)
→ -12	7	5	11	1	0	4.4	-12	-22
O=S(=O)(c1ccc(F)cc1)N1CCN(Cc2ccccc2C(F)(F)F)CC1
→ -10	11	-2	9	14	-4	-0.9	-2	-10
Cc1nn(Cc2ccccc2Cl)c2sc(C(=O)OC3CCCC3=O)cc12 (centres undefined)
→ -5	18	-1	2	18	-1	1.5	-6	-5
CCOC(=O)C1=C(CC)Nc2ccccc2N=C1NC(=O)c1cc(S(=O)(=O)N2CCOCC2)ccc1C
→ 7	10	6	-4	-5	1	-4.8	-5	0
CCOc1cccc2sc(N(CCN(CC)CC)C(=O)c3ccc(S(=O)(=O)N4CCCCC4)cc3)nc12
→ 1	-15	1	-8	-3	-4	0.2	10	6
COc1cccc(CCc2nnc(CCC(=O)NC(C)Cc3cccs3)o2)c1 (centres undefined)
→ 5	-28	0	-4	1	2	-0.1	5	6
CCOC(=O)CCSCC(=O)Nc1nnc(C)s1
→ -1	-10	1	-3	0	0	2.0	5	2
Cc1ccc(C2OCC(C)([N+](=O)[O-])CO2)cc1 (centres undefined)
→ 6	7	0	9	-2	1	-1.2	-6	-3
O=S(Cc1ccc(Cl)cc1)CC(O)COc1ccc(Cl)cc1 (centres undefined)
→ -5	-3	2	-4	2	-3	-3.0	3	7
COC(=O)C(C)NC(=O)CNS(=O)(=O)c1ccc(F)cc1 (centres undefined)
→ 1	-4	0	-9	-4	0	-1.6	7	12
Cc1c(Cl)c(C(=O)NC2C3CC4CC(C3)CC2C4)nn1C (centres undefined)
→ -1	3	-1	6	1	6	-0.3	-1	2
O=C(NCCCCNC(=O)c1cccs1)c1cccs1
→ -2	-3	1	-6	-1	2	-0.8	2	15
COc1cc(C2CC(=O)N(CC(=O)NCc3ccco3)c3ccccc3S2)cc(OC)c1OC (centres undefined)
→ -7	5	6	2	-14	-2	-2.6	0	-3
Cn1cccc1Cc1nnc(SCC(=O)Nc2nccs2)n1C
→ 4	-9	0	9	-2	-2	1.2	10	8
CCCc1nc2c(C)cc(Br)cn2c1Cc1ccccc1C(F)(F)F
→ -3	4	-2	10	10	-1	nt	0	-6
NC(=O)c1cc(S(=O)(=O)N2CCCC2)ccc1OCc1ccc(F)cc1
→ -1	21	4	3	1	-3	-2.2	-14	9
N#Cc1ccncc1S(=O)c1ccc(Cl)cc1 (centres undefined)
→ 2	-18	1	-5	-8	-9	0.2	6	-2
Cc1ccc(-n2c(-c3cc(C)n(C)n3)n[nH]c2=S)cc1
→ -6	8	1	5	-1	-6	0.0	-3	5
Cc1nc2c(cnn2-c2ccccc2)c(=O)n1/N=C/c1ccccc1
→ -1	-14	0	7	-2	3	-1.2	4	-1
COc1ccc(CNC(=O)COC(=O)CN2C(=O)NC3(CCCC3)C2=O)cc1
→ 3	-5	2	6	-10	2	-0.1	8	4
CC(=O)NCCn1c(C)cc2ccccc21
→ 2	-14	1	-2	-25	1	0.8	6	6
O=C(Cc1cccc([N+](=O)[O-])c1)Nc1ccc(C(=O)N2CCCCC2)cc1
→ 3	20	2	8	-4	5	0.1	-1	6
CC(=O)c1ccc(OC2(C)CCN(Cc3ccc4ccccc4c3)C2)cc1 (centres undefined)
→ -10	7	1	10	4	-2	nt	-10	-7
O=S1(=O)CCN2C=C(Br)C=C(Br)C2=N1
→ 4	-14	1	1	-7	-1	-1.9	10	3
Cc1c(F)cccc1NC(=O)c1ccc2c(c1)CCN2S(C)(=O)=O
→ 11	-19	5	2	-12	-3	1.6	11	0
COc1ccc(-c2cc([N+](=O)[O-])ccc2OCC(=O)N(C)CC(=O)Nc2ccc(C)cc2)cc1
→ 2	-4	5	0	-7	-2	-1.4	5	4
O=C(/C=N/O)NCCCn1ccnc1
→ -4	7	1	-4	-7	-2	1.2	-2	7
CCCCNC(=O)CCC(=O)NNc1nc2ccccc2c2nc(-c3ccccc3)nn12
→ -6	-8	2	6	0	-4	-1.5	1	2
CCN(CC)c1ccc(C(=O)OCC(=O)N(C)Cc2ccccc2)cc1
→ -1	5	2	10	0	-5	-1.1	-2	-2
CCc1ccc(NC(=S)Nc2cccc3cnccc23)cc1
→ -6	18	1	4	-3	-7	-1.0	-7	-12
O=c1c2ccccc2[nH]c(=S)n1CCN1CCN(Cc2ccccc2)CC1
→ 0	8	2	6	5	-7	-1.8	-5	-12
CCOc1ccc(CCN2C(=O)C(=O)N([C@@H](CC(C)C)CN3CCC[C@H]3CN3C(=O)C(=O)NC[C@@H]3Cc3ccccc3)C[C@@H]2Cc2ccccc2)cc1
→ 0	nt	-2	-5	-7	-2	nt	nt	7
Cc1cccc(C(=O)NCCCn2ccnc2)c1C
→ 4	-15	1	2	0	1	1.0	12	0
O=C(Nc1ccncc1)C1c2ccccc2Oc2ccccc21
→ -3	5	3	-2	2	3	-0.2	7	-3
O=C(CNS(=O)(=O)c1ccc(Br)s1)NCc1ccc2c(c1)OCO2
→ -3	-7	4	-1	2	1	-1.2	3	7
Cc1ccc(C)c(Cn2c(=O)n(CCCC(=O)NCc3ccco3)c(=O)c3ccccc32)c1
→ 2	-11	1	-3	-3	-1	-1.7	9	1
CCCC(=N)C1=C(O)CC(CC(C)SCC)CC1=O (centres undefined)
→ -2	-19	1	-2	-1	0	-0.7	1	2
COCCNC(=O)C1CCCN(C(=O)c2oc3ccccc3c2C)CC1 (centres undefined)
→ 0	-18	2	-5	-12	-1	nt	7	6
CCC1CN(C(=O)N2CCC(C(=O)NCCc3ccccc3OC)CC2)c2ccccc2O1 (centres undefined)
→ -4	19	10	-1	3	2	0.8	-10	-5
CCOc1ccc2nc(N(CCCN(C)C)C(=O)c3ccc(C(=O)c4ccccc4)cc3)sc2c1
→ 16	-3	16	-22	1	-1	7.7	13	-4
CC1(C)CC(=O)C(C=NCCN2CCNC2=O)=C(O)C1
→ 0	-9	0	-1	5	-1	-2.9	5	2
CCNC(=O)c1c(NC(=O)c2cc(-c3cc(C)ccc3O)n[nH]2)sc2c1CCCC2
→ 1	-6	1	-2	1	-2	0.3	3	3
COc1ccccc1NC(=O)Cn1c(CCC(=O)O)ccc1-c1ccc(C)cc1
→ -7	4	1	2	-1	-1	0.5	0	-1
CCN1C(=O)N[C@@H](c2cccs2)C(C(=O)OC)=C1C
→ -6	3	1	14	1	1	-0.3	1	2
O=C(Nc1cc([N+](=O)[O-])ccc1F)c1cccs1
→ -5	-8	1	2	7	-3	1.5	5	-3
FC(F)(F)c1cnc(Sc2ncn[nH]2)c(Cl)c1
→ -13	-2	0	25	-1	-3	-2.6	7	-3
Nc1c(C(=O)NCc2ccco2)nnn1Cc1ccccc1
→ 4	-4	0	-2	3	1	-0.4	11	16
CC(=O)Nc1cc(NC(C)=O)cc(C(=O)OCC(=O)Nc2ccc(S(=O)(=O)NC3=NCCCCC3)cc2)c1
→ -4	-5	1	-1	7	-4	0.6	7	1
COc1ccc(-c2cccc3c2NC(=O)C3=O)cc1OC
→ 1	13	3	11	5	10	0.6	-8	6
NC(=O)c1ccsc1NC(=O)COC(=O)CNC(=O)c1cccc([N+](=O)[O-])c1
→ 0	-11	9	3	-14	6	0.3	7	3
CCCCCc1cc(=O)oc2c(C(CCN(CC)CC)c3ccc(N(C)C)cc3)c(OC)cc(OC)c12 (centres undefined)
→ 6	3	3	4	10	5	-1.1	8	9
COc1cc(NC(=O)c2ccccc2OCc2ccccc2)cc(OC)c1OC
→ -8	8	9	3	-2	-4	-0.3	-8	-7
CC1(c2ccccc2)CC(C)(C)N2C(=O)C3(C(C#N)=C(N)Oc4cc(O)ccc43)c3cccc1c32 (centres undefined)
→ -8	0	0	-5	-4	1	-1.4	3	5
CC(C)(CNC(=O)COc1ccccc1Cc1ccccc1)N1CCOCC1
→ -8	0	2	-3	-3	-6	0.5	-4	-11
Cn1c(=O)n(C)c2cc(S(=O)(=O)Nc3ccccc3C(=O)O)ccc21
→ 4	-12	0	-1	-4	0	1.6	6	-5
CCOC(=O)c1ccccc1NC(=O)COC(=O)CCNS(=O)(=O)c1ccc(C)c(C)c1
→ -8	-7	1	6	7	-3	-0.2	2	2
O=C(C[n+]1ccc(C(=O)NCc2ccccc2)cc1)c1ccc(F)cc1
→ 2	nt	0	-7	-1	-2	nt	nt	13
O=C(NCc1ccco1)c1ccc2c(c1)C(=O)N(C1CCCCC1)C2=O
→ 2	-3	0	-2	14	3	-1.8	13	32*

# (further entries)
# Values run as follows: CHRM5 PAM	CHRM1 antagonist	CHRM4 agonist	M5 antag	CHRM4 antagonist	M5 ag	CRFR2-BP ag	CHRM1 PAM	CHRM4 PAM
O=C(COc1ccc(-c2ccccc2)cc1)N1CCN(S(=O)(=O)Cc2ccccc2)CC1
→ 2	0	1	-1	8	7	1.7	5	2
COc1ccc(-c2nnc(SC(C)C(=O)Nc3ccc4c(c3)OCCO4)o2)cc1 (centres undefined)
→ 2	11	1	-3	-1	1	0.4	-5	1
CCS(=O)(=O)c1ccc(C=NNc2nc3ccccc3o2)cc1
→ 3	-6	9	11	-4	1	1.8	-2	-2
O=C(NCc1cccc(C(F)(F)F)c1)c1ccc2sc(C3=C[C@@H](O)[C@@H](O)[C@@H](CO)O3)nc2c1
→ 3	-14	0	-4	-13	1	nt	8	-2
O=C(Nc1cccc([N+](=O)[O-])c1)Nc1ccc(Cl)cn1
→ -7	1	2	-1	-6	-1	0.8	-1	3
CCCCN(C(=O)c1ccco1)C1CCS(=O)(=O)C1 (centres undefined)
→ -7	13	0	4	0	-2	2.8	-3	3
O=C(CSc1nncn1-c1ccccc1)NCc1cccs1
→ -4	-12	1	1	-4	0	0.0	8	19
COC(=O)c1ccc(CSC2=NC[C@@H]3[C@@H]4C(=O)N(Cc5ccccc5)C(=O)[C@@H]4[C@](Cc4ccccc4)(C(=O)OC)N23)cc1
→ -6	-12	4	4	-9	2	-0.3	6	-8
